DAGLB inhibitor – blocks human DAGLB lipase activity; Q8NCG7; HEK293T DAGLB membrane lysate, EnzChek fluorogenic substrate; inhibition, % at 5.17 µM; hit rate 0.059% among 340,000; AID 504411; in the data active = inhibition above about 34%;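 also: 0% = enzyme with vehicle and 100% = wells lacking enzyme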
Cardiac RTF inh – cardiac RTF calcium desensitization; inhibition, % at 7.15 µM; P19429+P45379; IANBD-labeled cardiac RTF, Ca2+ fluorescence; hit rate 0.12% among 340,000; AID 493244;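 active = inhibition above the mean inhibition of all tested compounds plus 3 SD, cut at about 17% in these data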;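 also: assay run at fixed EC70 calcium of 1.6 mM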
C-LANA FP – inhibitors of KSHV LANA C-terminal domain DNA binding; MBP-C-LANA/FAM-LBS DNA binding, fluorescence polarization; hit rate 0.078% among 340,000; inhibition, % at 9 µM;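 active = highest replicate inhibition at or above 60% at 9 µM, even if other replicates fall short; inactive = all replicates below 60% inhibition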;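 also: 0% = neutral control wells and 100% = 4 µM acridine orange control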
Keap1-Nrf2 PPI – disrupts human Keap1 binding to Nrf2 peptide; Q14145; Keap1 Kelch-Nrf2 peptide fluorescence polarization, 1536-well; inhibition, % at 9.4 µM; hit rate 0.15% among 340,000; in the data active = inhibition above about 12%;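 also: human Keap1 Kelch domain with fluorescein labeled Nrf2 9mer peptide probe; 0% = neutral control wells and 100% = peptide positive control; higher means more block of Keap1 binding to Nrf2 peptide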
Rtt109 HAT inh – blocks Candida albicans Rtt109/Vps75 acetyltransferase activity; Q5AAJ8; purified Rtt109/Vps75, ThioGlo CoA-SH fluorescence, 4 h; inhibition, % at 34.9 µM; hit rate 0.16% among 330,000;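 active = inhibition of at least 50% in every replicate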
cardiac RTF act – increases calcium sensitivity of human cardiac regulated thin filaments. hit rate 0.24% among 340,000. P19429+P45379. activation, % at 7.2 µM. IANBD-labeled TnC RTF fluorescence at EC20 calcium; 0% EC20 calcium, 100% full calcium;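 active = activation above the mean over all tested compounds plus 3 SD, cut at about 30% in these data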;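 also: rise in fluorescence read as greater calcium sensitivity of cardiac thin filaments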
SR-BI uptake up – activators of SR-BI mediated HDL lipid uptake; CHO ldlA[mSR-BI] cells, DiI-HDL uptake fluorescence, 3 h; 100 = double the neutral-control signal; activation, % at 12.5 µM; hit rate 0.096% among 320,000; AID 504775;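 active = mean replicate activation of at least 60% and every replicate at or above 60%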;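 also: 0% = median plate neutral-control signal and 100% = twice that signal; values of inactives mirror those of a sister screen read the other way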
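Material: SR-BI-overexpressing, LDLR-lacking CHO cells; schedule: compound exposure 3 h, 37 °C; reagent: DiI-labelled HDL at 10 µg/mL final; technique: bottom-read fluorescence, 550/595 nm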
PKA-R2B activ – activators of human PKA-R2B complex; P22694+P31323; PKA-R2B holoenzyme dissociation, Cy5-IP20 fluorescence polarization; R2B truncated from residue 108, S112A mutant; 0% DMSO only, 100% 113 µM cGMP; activation, % at 11.4 µM; hit rate 0.079% among 340,000; AID 504700;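 active = activation above a cutoff set at the mean over all compounds plus 3 SD, cut at about 18% in these data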;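 also: higher means more holoenzyme dissociation and a rise in polarization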
Target sequence (P31323 whole entry, looked up, other chains not shown, the tested form may be a part): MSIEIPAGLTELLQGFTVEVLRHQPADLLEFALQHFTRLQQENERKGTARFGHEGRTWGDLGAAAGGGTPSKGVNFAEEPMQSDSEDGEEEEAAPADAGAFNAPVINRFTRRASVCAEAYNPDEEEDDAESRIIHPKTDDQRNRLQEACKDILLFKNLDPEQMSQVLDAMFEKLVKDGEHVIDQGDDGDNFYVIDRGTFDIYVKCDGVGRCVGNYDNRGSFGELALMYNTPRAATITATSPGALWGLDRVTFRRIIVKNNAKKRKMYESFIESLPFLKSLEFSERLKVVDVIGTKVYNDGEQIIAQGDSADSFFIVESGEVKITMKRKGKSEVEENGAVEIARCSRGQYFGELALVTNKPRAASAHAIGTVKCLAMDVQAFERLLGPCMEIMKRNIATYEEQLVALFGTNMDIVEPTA
CAL PDZ FP-1 – blocks peptide binding to human CAL PDZ domain. Q9HD26. purified CAL PDZ, TMR-peptide fluorescence polarization, 1 h. inhibition, % at 20 µM. hit rate 0.02% among 330,000. AID 504414;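 active = highest replicate inhibition of at least 40%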;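 also: plate controls were DMSO neutral control wells for no effect and unlabeled competitor peptide control wells for full effect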
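material = purified tagged CAL PDZ domain construct (CerCALP) | compound dosing = 20 µM, one dose | times = 1 h at RT | measured by = fluorescence polarization from S- and P-plane intensities, G-factor corrected | read-out = inhibition from polarization loss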
CAL PDZ FP-2 – inhibitors of human CAL PDZ peptide binding; purified CAL PDZ, TMR-peptide fluorescence polarization, 1 h; Q9HD26; AID 602252; hit rate 0.92% among 300,000; inhibition, % at 24.9 µM;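 active = mean inhibition of at least 30% with at least half of replicates also reaching 30%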;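 also: 0% = DMSO neutral control and 100% = excess unlabeled competitor peptide PRC23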
The depositor's hits bear a star; x = not tested or not shown.

SMILES | DAGLB inhibitor | Cardiac RTF inh | C-LANA FP | Keap1-Nrf2 PPI | Rtt109 HAT inh | cardiac RTF act | SR-BI uptake up | PKA-R2B activ | CAL PDZ FP-1 | CAL PDZ FP-2
O=C1CCN(Cc2ccccc2)CCN1[C@H](CO)Cc1ccccc1 | 0 | -5 | 0.8 | -8 | -2 | -2 | 21 | 6 | 0.4 | 11
Cc1cc(C)nc(SCC(=O)NN)n1 | -2 | -6 | 0.3 | -8 | 7 | 4 | 7 | -5 | 0.1 | 0
CCOC(=O)C1CCCN(CCC(=O)Nc2cccc(F)c2)C1 (stereo not given) | -1 | 10 | -1.9 | -1 | -4 | 0 | 15 | 8 | -0.5 | -4
Cc1cc(C(=O)Nc2ccc3c(c2)OCCO3)c2ccccc2n1 | -3 | -5 | 5.2 | -1 | 6 | -1 | 8 | 1 | 0.7 | -4
Cc1c(Br)c([N+](=O)[O-])nn1C(C)C(=O)Nc1c(C)n(C)n(-c2ccccc2)c1=O (stereo not given) | 0 | -23 | 2.2 | -1 | -11 | 4 | 21 | -7 | -3.8 | -2
CC(=O)Nc1cc(NC(C)=O)cc(C(=O)N2CCCC3CCCCC32)c1 (stereo not given) | 2 | -8 | 5.3 | 3 | 3 | -4 | 12 | -9 | -1.2 | -17
O=C(CSc1nnc(-c2ccccc2)n1-c1ccccc1)c1cccs1 | -1 | 0 | -0.6 | -3 | 3 | 0 | -12 | 0 | -2.2 | -5
CCCCCCn1c(CN2CCN(Cc3ccccc3)CC2)nc2c1c(=O)n(C)c(=O)n2C | 2 | -2 | -1.0 | -2 | -5 | 1 | -35 | -6 | -1.8 | x
CCN(CC)CCN(C(=O)C1=COCCO1)c1nc2cc3c(cc2s1)OCO3 | 0 | 13 | 2.5 | -5 | -3 | -3 | -8 | 0 | 0.2 | -5
O=C(O)C(=O)Nc1nc(-c2ccc3c(c2)OCCO3)cs1 | -1 | -6 | -0.1 | -5 | 2 | 7 | 7 | 5 | -3.3 | -1
COc1ccc(CN2C(=O)c3cccnc3C2=O)cc1S(=O)(=O)N1CCOc2ccc(Cl)cc21 | 3 | -3 | 0.7 | -1 | 4 | -1 | -4 | -1 | -1.4 | -8
Cc1ccc(-n2cc(C(=O)c3cc(Cl)ccc3O)cc(C#N)c2=O)cc1 | -2 | 11 | -1.7 | -7 | -5 | 8 | -64 | -3 | -0.5 | -6
Cc1ccc(-n2nc3c(c2NC(=O)c2ccco2)CS(=O)(=O)C3)cc1C | -1 | -9 | 0.7 | -5 | 0 | 2 | -9 | -9 | 0.2 | -4
COc1ccc(C(=O)N2CCCC(Nc3ccc(F)c(F)c3)C2)c(OC)n1 (stereo not given) | 0 | -4 | -0.6 | -3 | 5 | -1 | 22 | -1 | 0.5 | -6
CCOC(=O)c1c(C)[nH]c(C(=O)CN2C(=O)NC(C)(c3ccc(C)cc3)C2=O)c1C (stereo not given) | -1 | -17 | 0.8 | 1 | 23 | -4 | -25 | -10 | x | -10
CN(C)CCN1C(=O)c2oc3ccccc3c(=O)c2C1c1ccc(F)cc1 (stereo not given) | -2 | 7 | 0.0 | -3 | 3 | -4 | -1 | -4 | x | -4
CC(C)NS(=O)(=O)c1ccc2c3c(cccc13)CC2 | -1 | -12 | 1.4 | 0 | -2 | 2 | -36 | -3 | -1.0 | -3
CC12CC3CC(C)(C1)CC(C(=O)NCc1ccco1)(C3)C2 | -4 | -7 | 0.9 | -3 | 4 | -1 | -10 | 3 | 0.2 | 5
Fc1ccccc1CN1CCCC(NC2CCC2)C1 (stereo not given) | 1 | 5 | 2.9 | -6 | -1 | -2 | -4 | -7 | -0.3 | -1
O=C1CC(N2CCC(O)(c3ccc(Cl)cc3)CC2)C(=O)N1Cc1ccc(N2CCCC2=O)cc1 (stereo not given) | 1 | 2 | 2.0 | 1 | 0 | -5 | -1 | -5 | -0.1 | 5

Reformatted field by field: 4 of the compounds above
CCOC(=O)C1CCCN(CCC(=O)Nc2cccc(F)c2)C1 (stereo not given)
  DAGLB inhibitor: -1 | Cardiac RTF inh: 10 | C-LANA FP: -1.9 | Keap1-Nrf2 PPI: -1 | Rtt109 HAT inh: -4 | cardiac RTF act: 0 | SR-BI uptake up: 15 | PKA-R2B activ: 8 | CAL PDZ FP-1: -0.5 | CAL PDZ FP-2: -4
Cc1cc(C(=O)Nc2ccc3c(c2)OCCO3)c2ccccc2n1
  DAGLB inhibitor: -3 | Cardiac RTF inh: -5 | C-LANA FP: 5.2 | Keap1-Nrf2 PPI: -1 | Rtt109 HAT inh: 6 | cardiac RTF act: -1 | SR-BI uptake up: 8 | PKA-R2B activ: 1 | CAL PDZ FP-1: 0.7 | CAL PDZ FP-2: -4
Cc1c(Br)c([N+](=O)[O-])nn1C(C)C(=O)Nc1c(C)n(C)n(-c2ccccc2)c1=O (stereo not given)
  DAGLB inhibitor: 0 | Cardiac RTF inh: -23 | C-LANA FP: 2.2 | Keap1-Nrf2 PPI: -1 | Rtt109 HAT inh: -11 | cardiac RTF act: 4 | SR-BI uptake up: 21 | PKA-R2B activ: -7 | CAL PDZ FP-1: -3.8 | CAL PDZ FP-2: -2
CC(=O)Nc1cc(NC(C)=O)cc(C(=O)N2CCCC3CCCCC32)c1 (stereo not given)
  DAGLB inhibitor: 2 | Cardiac RTF inh: -8 | C-LANA FP: 5.3 | Keap1-Nrf2 PPI: 3 | Rtt109 HAT inh: 3 | cardiac RTF act: -4 | SR-BI uptake up: 12 | PKA-R2B activ: -9 | CAL PDZ FP-1: -1.2 | CAL PDZ FP-2: -17
